KCNK9 block: KCNK9 potassium channel inhibitors, primary screen, HEK293 cells, thallium flux; Potassium channel subfamily K member 9 (Homo sapiens), Q9NPC2; FluxOR thallium flux fluorescence; stronger effect = lower value; B-score at 10 µM; hit rate 1.2% among 310,000;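 active = ratio B-score over 3 SD below the library mean, with starting fluorescence within 5 SD of its mean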;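 note: negative B-score means less thallium flux so channel inhibition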
KCNK3 block: human KCNK3 channel inhibitors, primary screen, CHO cells, FluxOR thallium flux, B-score; FluxOR fluorescence; stronger effect = lower value; B-score at 10 µM; hit rate 0.84% among 340,000; AID 602410, 2012;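 active = B-score under library mean minus 4 SD, starting fluorescence ratio at most library mean plus 5 SD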;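 note: more negative B-score means stronger inhibition of thallium flux through KCNK3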
KCNQ1 inh: inhibitors of human KCNQ1 channel, primary screen, cell-based, thallium flux, high-throughput; Potassium voltage-gated channel subfamily KQT member 1 (Homo sapiens), P51787; CHO-K1 KCNQ1, FluxOR thallium flux fluorescence; stronger effect = higher value; B-score at 10 µM; hit rate 1.3% among 310,000;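 active = compounds whose thallium flux B-score, printed positive for inhibition, exceeds three library SD while starting fluorescence stays within three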;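 note: channel opened by potassium depolarization with thallium stimulus after 20 min compound exposure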
DYRK1A inh: rat Dyrk1A kinase inhibitors, primary screen, biochemical, single point, plate reader; AID 504441, 2011; inhibition, % at 12.5 µM; hit rate 0.43% among 310,000; Dual specificity tyrosine-phosphorylation-regulated kinase 1A (Rattus norvegicus), Q63470; ADP-Glo luminescence, NFATc1 peptide; in the data active = inhibition above about 50%;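 note: plate controls were vehicle with enzyme for no effect and no enzyme for full effect; many of its hits are not listed in these tables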
PolyA inh: polyadenylation inhibitors in yeast reporter cells, primary screen, luminescence, S. cerevisiae. S. cerevisiae SKY197-pL101 polyadenylation reporter, beta-gal luminescence; efflux-impaired pdr1/pdr3 knockout yeast; score 100 = 6 SD above DMSO. calls only at 12 µM. hit rate 0.02% among 300,000. AID 1875, 2009;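 active = lowest replicate activity score at least 50, where 100 means six control SD above control mean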;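 note: yeast exposed to compound for 9 h at 30 °C; higher score means more reporter readthrough which indicates perturbed polyadenylation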
TRPC4 potent: positive allosteric modulators of TRPC4, primary screen, cell-based, mouse TRPC4beta, HEK293 mu-opioid, Fluo-4 calcium | Short transient receptor potential channel 4 (Mus musculus), Q9QUQ5 | DAMGO EC20, Fluo-4 Ca2+ flux; stronger effect = higher value | B-score at 10 µM | hit rate 0.42% among 310,000 | AID 2227, 2009;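 active = B-score of calcium response area above 5 SD of library B-scores, with initial fluorescence ratio within 5 SD of library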;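 note: B-score of integrated fluorescence ratio over time as area under calcium response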
TRPC4 inh: inhibitors of mouse TRPC4 channel, primary screen, Fluo4 calcium, HEK293 TRPC4beta/mu-opioid cells | Short transient receptor potential channel 4 (Mus musculus), Q9QUQ5 | DAMGO-evoked Fluo4 calcium flux; stronger effect = lower value | B-score at 10 µM | hit rate 0.39% among 300,000;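 active = B-score over 3 SD under the library average, no early fluorescence shift, positive overall ratio signal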
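Material: HEK293 cells with stable TRPC4beta plus mu-opioid receptor expression; probe or stimulus: DAMGO in two steps, submaximal then maximal; technique: Fluo4 calcium fluorescence by kinetic imaging, 5 s 1 Hz baseline; measure: integrated fluorescence ratio relative to baseline, converted to per-well B score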
Platelet DG rel: inhibitors of platelet dense granule secretion, primary screen, cell-based, MLPCN, human platelets. hit rate 0.22% among 300,000. human platelet-rich plasma, SFLLRN dense granule ATP release, luminescence. inhibition, %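 (compounds screened at 7.5 µM in platelet-rich plasma)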;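 active = mean replicate score, as percent of positive control, at or above 50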
hERG rescue: hERG rescue from dofetilide block, primary screen, cell-based, CHO-hERG, FluxOR thallium flux, dofetilide IC70. Voltage-gated inwardly rectifying potassium channel KCNH2 (Homo sapiens), Q12809. dofetilide IC70 present. activation (rescue from dofetilide block), less the hit threshold, % at 10 µM. hit rate 0.51% among 310,000. AID 1511, 2009;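 active = activation above the mean of controls blocked by dofetilide plus 5 SD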;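 note: thallium influx through hERG after potassium depolarization seen as dye fluorescence rise; in these data hits start at about 4.7%; inactives centre near -7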
Target sequence (Q12809 whole entry, looked up): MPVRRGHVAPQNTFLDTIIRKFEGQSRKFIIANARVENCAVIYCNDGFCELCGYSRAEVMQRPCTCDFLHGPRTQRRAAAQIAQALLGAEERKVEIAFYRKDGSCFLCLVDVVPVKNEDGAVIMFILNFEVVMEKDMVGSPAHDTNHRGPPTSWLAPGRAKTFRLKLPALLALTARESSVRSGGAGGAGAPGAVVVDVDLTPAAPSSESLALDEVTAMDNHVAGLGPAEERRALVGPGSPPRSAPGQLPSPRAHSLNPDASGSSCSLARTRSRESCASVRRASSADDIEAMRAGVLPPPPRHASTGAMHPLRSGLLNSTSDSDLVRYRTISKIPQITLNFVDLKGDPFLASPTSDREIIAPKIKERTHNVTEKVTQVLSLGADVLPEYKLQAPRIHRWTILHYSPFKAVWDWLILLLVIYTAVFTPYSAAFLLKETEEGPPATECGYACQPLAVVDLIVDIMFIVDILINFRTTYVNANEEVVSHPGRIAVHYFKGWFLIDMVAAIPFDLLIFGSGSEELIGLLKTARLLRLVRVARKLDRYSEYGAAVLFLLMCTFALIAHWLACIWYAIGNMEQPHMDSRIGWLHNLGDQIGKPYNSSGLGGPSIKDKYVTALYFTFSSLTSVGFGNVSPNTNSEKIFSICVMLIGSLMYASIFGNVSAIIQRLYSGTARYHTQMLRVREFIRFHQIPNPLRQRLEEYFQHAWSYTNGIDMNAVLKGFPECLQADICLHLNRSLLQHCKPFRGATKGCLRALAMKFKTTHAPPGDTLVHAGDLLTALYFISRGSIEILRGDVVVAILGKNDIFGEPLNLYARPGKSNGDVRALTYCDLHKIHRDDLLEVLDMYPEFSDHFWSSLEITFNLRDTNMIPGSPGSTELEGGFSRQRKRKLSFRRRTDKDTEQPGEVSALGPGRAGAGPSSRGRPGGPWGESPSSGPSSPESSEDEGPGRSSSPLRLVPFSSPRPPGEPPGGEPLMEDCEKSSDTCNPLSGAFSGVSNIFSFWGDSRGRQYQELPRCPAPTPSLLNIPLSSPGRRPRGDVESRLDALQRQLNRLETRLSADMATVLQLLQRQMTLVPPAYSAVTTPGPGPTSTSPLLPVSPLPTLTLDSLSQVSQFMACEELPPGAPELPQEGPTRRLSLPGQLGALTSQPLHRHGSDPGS
TRPC4 act: activators of mouse TRPC4 channel, primary screen, Fluo4 calcium, HEK293 TRPC4beta/mu-opioid cells. hit rate 0.49% among 310,000. B-score at 10 µM. Short transient receptor potential channel 4 (Mus musculus), Q9QUQ5. Fluo4 calcium fluorescence; stronger effect = higher value;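 active = B-score above 5 SD of library B-scores, and initial fluorescence ratio not above library mean plus 5 SD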;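 note: positive B-score marks a calcium rise read as TRPC4 activation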
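Material: HEK293 stable line with TRPC4beta plus mu-opioid receptor; technique: Fluo4 calcium-sensitive dye fluorescence, kinetic, 1 Hz baseline; timing: Fluo4 dye loading 45 min at room temperature, 110 s recording; controls: assay buffer as low control, maximal DAMGO as high control; read-out: integrated baseline-normalised fluorescence ratio, converted to per-well B score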
KCNQ1 act: potentiators or activators of KCNQ1 channel, primary screen, cell-based, thallium flux, high-throughput; B-score at 10 µM; CHO-K1 KCNQ1, thallium flux FluxOR fluorescence; stronger effect = higher value; Potassium voltage-gated channel subfamily KQT member 1 (Homo sapiens), P51787; hit rate 0.35% among 310,000;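 active = fluorescence ratio B-score, a plate-corrected score, at least three library SD, with initial intensity B-score within 5 SD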
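Assay system: CHO-K1 cells stably expressing KCNQ1; Medium: assay buffer with matched DMSO; Also added: K+/Tl+ depolarizing stimulus; Dosing: single dose; Timing: dye 90 min, compound 20 min, room temperature; Measured by: kinetic FluxOR thallium fluorescence, 10-s 1-Hz baseline, 110-s post-stimulus read; Read-out: peak-minus-minimum fluorescence over initial fluorescence, negative-control normalized, B-scored.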
* = called active by the depositor. A portion of the library; count on the stated rates, not on these rows.

CCOC(=O)c1ccc(N2C(=O)CC(C3CCCO3)C2=O)cc1 (configuration not stated) was read as KCNK9 block inactive, KCNK3 block inactive, KCNQ1 inh inactive, DYRK1A inh 9, PolyA inh inactive, TRPC4 potent inactive, TRPC4 inh inactive, Platelet DG rel -1, hERG rescue -7, TRPC4 act inactive and KCNQ1 act inactive.
For O=C(CSc1nnc(-c2ccc(F)cc2)c2ccccc12)Nc1ccccc1 the results were KCNK9 block inactive, KCNK3 block inactive, KCNQ1 inh inactive, DYRK1A inh -4, PolyA inh inactive, TRPC4 potent inactive, TRPC4 inh inactive, Platelet DG rel -17, hERG rescue -7, TRPC4 act inactive and KCNQ1 act inactive.
For CC1CC(C)(C)NCCNC(C)CC(C)(C)NCCN1 (configuration not stated) the results were KCNK9 block inactive, KCNK3 block inactive, KCNQ1 inh inactive, DYRK1A inh -7, PolyA inh inactive, TRPC4 potent inactive, TRPC4 inh inactive, Platelet DG rel -3, hERG rescue -14, TRPC4 act inactive and KCNQ1 act inactive.
For COC(=O)c1cc2sc(Cl)cc2n1CC(=O)Nc1ccc(OC)c(OC)c1OC the results were KCNK9 block inactive, KCNK3 block inactive, KCNQ1 inh inactive, DYRK1A inh 0, PolyA inh inactive, TRPC4 potent inactive, TRPC4 inh inactive, Platelet DG rel -1, hERG rescue 0, TRPC4 act inactive and KCNQ1 act inactive.
COc1ccc2nc(C)cc(SCC(=O)N/N=C/c3ccc(O)c(O)c3)c2c1 was read as KCNK9 block inactive, KCNK3 block inactive, KCNQ1 inh inactive, DYRK1A inh 8, PolyA inh inactive, TRPC4 potent inactive, TRPC4 inh inactive, Platelet DG rel -2, hERG rescue -20, TRPC4 act inactive and KCNQ1 act inactive.
For CCOC(=O)c1ccccc1NC(=O)CSc1nc2ccncc2[nH]1 the results were KCNK9 block inactive, KCNK3 block inactive, KCNQ1 inh inactive, DYRK1A inh 4, PolyA inh inactive, TRPC4 potent inactive, TRPC4 inh inactive, Platelet DG rel 0, hERG rescue -8, TRPC4 act inactive and KCNQ1 act inactive.
For Cn1c(=O)c2c(nc(CN3CCN(c4ccccc4F)CC3)n2CCCc2ccccc2)n(C)c1=O the results were KCNK9 block inactive, KCNK3 block inactive, KCNQ1 inh inactive, DYRK1A inh 12, PolyA inh inactive, TRPC4 potent inactive, TRPC4 inh inactive, Platelet DG rel -3, hERG rescue -7, TRPC4 act inactive and KCNQ1 act inactive.
CCC(=O)Nc1ccccc1C(=O)N1CCN(Cc2ccccc2)CC1 was read as KCNK9 block inactive, KCNK3 block inactive, KCNQ1 inh inactive, DYRK1A inh 2, PolyA inh inactive, TRPC4 potent inactive, TRPC4 inh inactive, Platelet DG rel -9, hERG rescue -3, TRPC4 act inactive and KCNQ1 act inactive.
For O=C(NCCCN1CCCC1=O)c1cc2c(s1)CCCCC2 the results were KCNK9 block inactive, KCNK3 block inactive, KCNQ1 inh inactive, DYRK1A inh -2, PolyA inh inactive, TRPC4 potent inactive, TRPC4 inh inactive, Platelet DG rel 2, hERG rescue -12, TRPC4 act inactive and KCNQ1 act inactive.
COc1ccc(NC(=O)CSCC(=O)N(C)CCOc2ccc(Cl)cc2)cc1 was read as KCNK9 block inactive, KCNK3 block inactive, KCNQ1 inh inactive, DYRK1A inh 4, PolyA inh inactive, TRPC4 potent inactive, TRPC4 inh inactive, hERG rescue -19, TRPC4 act inactive and KCNQ1 act inactive.
FC(F)(F)c1cccc(NC(=S)NCC(c2cccnc2)N2CCOCC2)c1 (configuration not stated) was read as KCNK9 block inactive, KCNK3 block inactive, KCNQ1 inh inactive, DYRK1A inh -6, PolyA inh inactive, TRPC4 potent inactive, TRPC4 inh inactive, Platelet DG rel 2, hERG rescue -7, TRPC4 act inactive and KCNQ1 act inactive.
CCOC(=O)N1CCN(C(=O)c2cc(COc3cccc(C(C)=O)c3)on2)CC1 was read as KCNK9 block inactive, KCNK3 block inactive, KCNQ1 inh inactive, DYRK1A inh 1, PolyA inh inactive, TRPC4 potent inactive, TRPC4 inh inactive, Platelet DG rel -4, hERG rescue -8, TRPC4 act inactive and KCNQ1 act inactive.
For O=C(CC(Cc1ccccc1)c1ccco1)NCc1ccco1 (configuration not stated) the results were KCNK9 block inactive, KCNK3 block inactive, KCNQ1 inh inactive, DYRK1A inh 2, PolyA inh inactive, TRPC4 potent inactive, TRPC4 inh inactive, Platelet DG rel -3, hERG rescue -6, TRPC4 act inactive and KCNQ1 act inactive.
O=C(CC(c1ccccc1)c1ccccc1)N1CCN(c2ccccn2)CC1 was read as KCNK9 block inactive, KCNK3 block inactive, KCNQ1 inh inactive, DYRK1A inh 4, PolyA inh inactive, TRPC4 potent inactive, TRPC4 inh inactive, Platelet DG rel -4, hERG rescue -23, TRPC4 act inactive and KCNQ1 act inactive.
`COc1ccc(C(O)(C2CCCCC2)C(CN2CCOCC2)c2ccccc2)cc1` (configuration not stated) gave KCNK9 block inactive, KCNK3 block inactive, KCNQ1 inh inactive, DYRK1A inh -2, PolyA inh inactive, TRPC4 potent 14*, TRPC4 inh inactive, Platelet DG rel 3, hERG rescue -13, TRPC4 act inactive and KCNQ1 act inactive.
`O=C(Cc1csc(NC(=O)Nc2ccc(Cl)cc2)n1)NC1CCCC1` gave KCNK9 block inactive, KCNK3 block inactive, KCNQ1 inh inactive, DYRK1A inh 1, PolyA inh inactive, TRPC4 potent inactive, TRPC4 inh inactive, Platelet DG rel -5, hERG rescue -10, TRPC4 act inactive and KCNQ1 act inactive.
Screening O=C(NC(NC(=S)Nc1c(Cl)cccc1Cl)C(Cl)(Cl)Cl)c1cccc([N+](=O)[O-])c1 (configuration not stated) returned KCNK9 block inactive, KCNK3 block inactive, KCNQ1 inh inactive, PolyA inh inactive, TRPC4 potent inactive, TRPC4 inh inactive, Platelet DG rel -9, hERG rescue -9, TRPC4 act inactive and KCNQ1 act inactive.
Screening Cc1ccc(S(=O)(=O)N2CCCCCC2)cc1C(=O)NCc1ccccn1 returned KCNK9 block inactive, KCNK3 block inactive, KCNQ1 inh inactive, DYRK1A inh 0, PolyA inh inactive, TRPC4 potent inactive, TRPC4 inh inactive, Platelet DG rel -4, hERG rescue -2, TRPC4 act inactive and KCNQ1 act inactive.
`CC/C(=N\NC(=O)C1CCCC1)c1cccc(Br)c1` gave KCNK9 block inactive, KCNK3 block inactive, KCNQ1 inh inactive, DYRK1A inh -8, TRPC4 potent inactive, TRPC4 inh inactive, hERG rescue -10, TRPC4 act inactive and KCNQ1 act inactive.
For OCCC1CN(Cc2cccc3c2OCO3)CCN1C1CCCC1 (configuration not stated) the results were KCNK9 block inactive, KCNK3 block inactive, KCNQ1 inh inactive, DYRK1A inh -2, PolyA inh inactive, TRPC4 potent inactive, TRPC4 inh inactive, Platelet DG rel 0, hERG rescue -5, TRPC4 act inactive and KCNQ1 act inactive.

The last two entries of the part above are carried over, then new ones follow.
`CC/C(=N\NC(=O)C1CCCC1)c1cccc(Br)c1` gave KCNK9 block inactive, KCNK3 block inactive, KCNQ1 inh inactive, DYRK1A inh -8, TRPC4 potent inactive, TRPC4 inh inactive, hERG rescue -10, TRPC4 act inactive and KCNQ1 act inactive.
For OCCC1CN(Cc2cccc3c2OCO3)CCN1C1CCCC1 (configuration not stated) the results were KCNK9 block inactive, KCNK3 block inactive, KCNQ1 inh inactive, DYRK1A inh -2, PolyA inh inactive, TRPC4 potent inactive, TRPC4 inh inactive, Platelet DG rel 0, hERG rescue -5, TRPC4 act inactive and KCNQ1 act inactive.
O=C(NN=C1CCN(Cc2ccccc2)CC1)c1ccccc1O was read as KCNK9 block inactive, KCNK3 block inactive, KCNQ1 inh inactive, PolyA inh inactive, TRPC4 potent inactive, TRPC4 inh inactive, Platelet DG rel -6, hERG rescue -11, TRPC4 act inactive and KCNQ1 act inactive.
For O=C1N/C(=N\c2ccccn2)SC1Cc1ccccc1Cl (configuration not stated) the results were KCNK9 block inactive, KCNK3 block inactive, KCNQ1 inh inactive, DYRK1A inh 6, PolyA inh inactive, TRPC4 potent inactive, TRPC4 inh inactive, Platelet DG rel 2, hERG rescue -8, TRPC4 act inactive and KCNQ1 act inactive.
Screening CCN1CCN(C(=O)c2c(-c3c(F)cccc3Cl)noc2C)CC1 returned KCNK9 block inactive, KCNK3 block inactive, KCNQ1 inh inactive, DYRK1A inh 3, PolyA inh inactive, TRPC4 potent inactive, TRPC4 inh inactive, Platelet DG rel 1, hERG rescue -8, TRPC4 act inactive and KCNQ1 act inactive.
For O=C(O)c1cc(S(=O)(=O)NCCN2CCNC2=O)ccc1O the results were KCNK9 block inactive, KCNK3 block inactive, KCNQ1 inh inactive, DYRK1A inh 2, PolyA inh inactive, TRPC4 potent inactive, TRPC4 inh inactive, Platelet DG rel -17, hERG rescue -6, TRPC4 act inactive and KCNQ1 act inactive.
Screening Cc1cnc(CNC(=O)CC2C(=O)NCCN2Cc2ccccc2F)cn1 (configuration not stated) returned KCNK9 block inactive, KCNK3 block inactive, KCNQ1 inh inactive, DYRK1A inh -1, PolyA inh inactive, TRPC4 potent inactive, TRPC4 inh inactive, Platelet DG rel 2, hERG rescue -6, TRPC4 act inactive and KCNQ1 act inactive.
